# From PubChem BioAssay
# Fam108B counter: counter-screen for RBBP9 inhibitors: inhibitors of mouse Fam108B; recombinant Fam108B, FP-Rh probe fluorescence polarization; inhibition, % at 9.51 µM; 0.33% of 300,000 active;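 active = inhibition above the screen mean inhibition plus 3 SD, computed separately per campaign, cut at about 18% in these data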;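 also: inhibitors lower polarization as less probe binds the enzyme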
# Bcl-xL primary: Bcl-xL (human) inhibition | AID 2129 | inhibition, % at 10.9 µM | 0.7% of 320,000 active | GST-Bcl-xL / FITC-Bim BH3 peptide fluorescence polarization;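 active = inhibition above the mean of all tested compounds plus 3 SD, cutoff set per campaign, cut at about 30% in these data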;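 also: 0% = DMSO wells and 100% = unlabeled Bim-BH3 peptide competitor; inhibitors lower millipolarization by displacing the labeled peptide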
# GLD-1 TGE inh: GLD-1-TGE RNA interaction inhibition (C. elegans). Q17339. purified GLD-1 + fluorescein TGE RNA, fluorescence polarization. inhibition, % at 5.96 µM. 0.44% of 320,000 active. AID 2280;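 active = percent inhibition above a per-plate cutoff, the plate mean of test compounds plus 3 SD, cut at about 30% in these data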;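 also: 0% = DMSO wells with GLD-1 and probe and 100% = wells lacking GLD-1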
# MCL1-BIM inh: MCL1-BIM-BH3 interaction inhibition (human). Q07820. GST-MCL1 / FITC-Bim-BH3 fluorescence polarization. inhibition, % at 10.9 µM. 0.68% of 320,000 active;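 active = inhibition above the mean inhibition of all tested compounds plus 3 SD, set per campaign, cut at about 40% in these data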;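 also: 0% = DMSO wells and 100% = unlabeled Bim-BH3 peptide control; higher means more loss of mP so more displacement of Bim peptide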
# AHR act: activates the human aryl hydrocarbon receptor | P35869 | AHR-responsive luciferase reporter cells, luminescence | activation, % at 5 µM | 2.5% of 320,000 active; in the data active = activation above about 47%;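 also: 0% = vehicle wells and 100% = reference agonist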
# Target sequence (P35869 whole entry, looked up): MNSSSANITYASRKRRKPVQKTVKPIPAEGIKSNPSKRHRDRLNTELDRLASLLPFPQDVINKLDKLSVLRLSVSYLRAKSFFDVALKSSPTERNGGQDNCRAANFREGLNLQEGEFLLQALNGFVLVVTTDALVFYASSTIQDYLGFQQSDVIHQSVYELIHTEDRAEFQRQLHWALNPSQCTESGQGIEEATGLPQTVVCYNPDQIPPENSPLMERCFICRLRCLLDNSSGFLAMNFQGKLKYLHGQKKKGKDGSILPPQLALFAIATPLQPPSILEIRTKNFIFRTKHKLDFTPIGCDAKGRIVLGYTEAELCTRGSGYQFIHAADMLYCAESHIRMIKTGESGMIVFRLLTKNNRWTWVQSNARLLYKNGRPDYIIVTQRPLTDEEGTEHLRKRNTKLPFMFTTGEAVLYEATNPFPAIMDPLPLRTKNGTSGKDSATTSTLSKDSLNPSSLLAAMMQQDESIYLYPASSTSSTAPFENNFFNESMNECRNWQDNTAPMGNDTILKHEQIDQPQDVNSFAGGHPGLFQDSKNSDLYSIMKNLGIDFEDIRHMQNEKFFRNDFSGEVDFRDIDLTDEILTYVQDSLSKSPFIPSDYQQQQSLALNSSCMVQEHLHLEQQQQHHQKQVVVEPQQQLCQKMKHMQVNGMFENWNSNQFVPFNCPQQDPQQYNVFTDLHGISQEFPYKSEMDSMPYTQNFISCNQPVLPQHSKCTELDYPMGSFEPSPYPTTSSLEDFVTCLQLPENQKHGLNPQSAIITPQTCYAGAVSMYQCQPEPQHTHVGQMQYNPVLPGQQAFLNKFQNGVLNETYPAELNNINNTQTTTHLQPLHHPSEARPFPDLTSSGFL
# PME-1 primary: PME-1 (human) inhibition; Q9Y570; recombinant PME-1, FP-Rh probe fluorescence polarization; inhibition, % at 5.9 µM; 0.53% of 320,000 active; AID 2130;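 active = inhibition above the campaign mean of all compounds plus 3 SD, cut at about 26% in these data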;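 also: competitive labeling of PME-1 active site by serine hydrolase directed probe; 0% = PME-1 with DMSO and 100% = wells lacking PME-1 enzyme; inhibitors block probe labeling so polarization falls and inhibition rises; many of its hits are not listed in these tables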
# PAFAH1B2 FP inh: blocks human PAF acetylhydrolase 1b catalytic subunit 2; P68402; recombinant PAFAH1B2, FP-rhodamine activity probe, fluorescence polarization; inhibition, % at 3.39 µM; 1.2% of 340,000 active;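 active = inhibition above the mean of all tested compounds plus 3 SD, cut at about 24% in these data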;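 also: 0% = enzyme with DMSO and 100% = wells lacking PAFAH1B2; many of its hits are not listed in these tables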
# Target sequence (P68402 whole entry, looked up): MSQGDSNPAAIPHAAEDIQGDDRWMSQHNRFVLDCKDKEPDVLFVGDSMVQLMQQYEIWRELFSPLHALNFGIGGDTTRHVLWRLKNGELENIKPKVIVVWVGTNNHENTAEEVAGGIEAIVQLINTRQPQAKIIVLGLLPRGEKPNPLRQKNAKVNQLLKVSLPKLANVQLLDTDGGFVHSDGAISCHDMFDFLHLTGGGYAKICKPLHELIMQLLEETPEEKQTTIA
# pPAFAH inh: inhibitors of human plasma PAF acetylhydrolase (pPAFAH); Q13093; 1.5% of 330,000 active; AID 463082; recombinant pPAFAH, FP-rhodamine probe fluorescence polarization; inhibition, % at 3.39 µM;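 active = inhibition above the mean inhibition across the screen plus 3 SD, cut at about 25% in these data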;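 also: inhibitors block binding of the rhodamine activity-based probe so polarization drops; 0% = enzyme with DMSO and 100% = wells lacking pPAFAH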
# MEX-5 binding: C. elegans MEX-5 TCR-2 RNA binding activity; 0.38% of 300,000 active; AID 1832; activity score (negative = inhibition of binding), % at 10 µM; MEX-5/FITC-TCR2 RNA binding, fluorescence polarization; stronger effect = lower value;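 active = inhibition past about -25% in most replicates, and total fluorescence under double the plate's negative control median, limit read from the data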;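 also: 0% = DMSO and -100% = 5 µM competing unlabeled TCR2 RNA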
# An asterisk follows results filed as active; x = no result given; & = joins results of further samples. These rows are one share of the data; count on the stated rates, not on these rows.
nr	smiles	Fam108B counter	Bcl-xL primary	GLD-1 TGE inh	MCL1-BIM inh	AHR act
1	CCOC(=O)Cc1csc(SCC(=O)NC2CCS(=O)(=O)C2)n1 (stereo unspecified)	x	-1	-3	2	-1
2	COc1ccc(S(=O)(=O)N2CCC3(CC2)CC(=O)c2ccccc2O3)cc1OC	0	-2	-1	0	1
3	NS(=O)(=O)c1ccc(CCNC(=O)CCC(=O)c2cccs2)cc1	x	0	-5	3	3
4	Cc1ccc(OCC(=O)Nc2ccc(C)c(S(=O)(=O)N3CCCCC3)c2)c([N+](=O)[O-])n1	1	5	3	2	0
5	CCCCN(CC)CCNC(=O)c1cc2cc3ccc(Cl)cc3nc2o1	-3	0	-1	6	6
6	O=C(Oc1ccccc1)c1ccc2c(c1)C(=O)N(Cc1ccncc1)C2=O	0	-1	0	2	2
7	CCOc1cccc(C(=O)NC2CCCCC2)c1	1	8	5	4	4
8	COc1ccc(C(=O)C2CCCN(C(=O)CCNC(C)=O)C2)cc1OC (stereo unspecified)	0	0	3	-3	-3
9	CN(C)C=Nc1nonc1-c1ccccc1	-3	5	0	-5	-1
10	Cc1ccc(S(=O)(=O)N2CCOCC2)cc1C(=O)NCc1cccnc1	1	-4	6	-3	-2
11	Cc1ccsc1C(=O)N(C)CC(=O)N(CC(C)C)c1c(N)n(CC(C)C)c(=O)[nH]c1=O	1	-6	-3	-5	-1
12	CCCNS(=O)(=O)c1cccc(C(=O)NNC(=O)c2cc(C)oc2C)c1	5	1	-1	-4	-2

nr	PME-1 primary	PAFAH1B2 FP inh	pPAFAH inh	MEX-5 binding
1	-2	2	1	x
2	-6	5	-2	1.3
3	-11	10	11	x
4	11	1	13	-1.7
5	-6	4	0	-2.8
6	-1	3	5	-1.4
7	1	4	3	1.6
8	4	-2	0	1.6
9	2	-2	1	1.1
10	-6	5	-2	0.1
11	-1	-5	-1	-2.9
12	-1	3	-2	1.4

# At a glance, two of the compounds above.
nr	smiles	Fam108B counter	Bcl-xL primary	GLD-1 TGE inh	MCL1-BIM inh	AHR act
11	Cc1ccsc1C(=O)N(C)CC(=O)N(CC(C)C)c1c(N)n(CC(C)C)c(=O)[nH]c1=O	1	-6	-3	-5	-1
12	CCCNS(=O)(=O)c1cccc(C(=O)NNC(=O)c2cc(C)oc2C)c1	5	1	-1	-4	-2

nr	PME-1 primary	PAFAH1B2 FP inh	pPAFAH inh	MEX-5 binding
11	-1	-5	-1	-2.9
12	-1	3	-2	1.4

# Next section
nr	smiles	Fam108B counter	Bcl-xL primary	GLD-1 TGE inh	MCL1-BIM inh	AHR act
13	CN1CCN(CCC(=O)N/N=C/C=C2\N(C)c3ccccc3C2(C)C)CC1	10	-1	-7	-2	0
14	CCOC(=O)Cn1c(O)c(N=NC(=O)OC)c2ccccc21	-1	0	7	0	1
15	CO/N=C\C(=N\Nc1ccc(OC)cc1)C(=O)c1ccccc1	3	-2	-2	-1	11
16	COc1ccccc1C(=O)N/C(=C\c1ccc(Br)cc1)C(=O)N1CCCC1	2	2	4	-2	0
17	COc1ccc(C(=O)Nc2cccc(-c3cc4ccccc4oc3=O)c2)cc1[N+](=O)[O-]	-20	2	6	10	2
18	CCOc1ccc(CSC(=N)N)cc1Cl	-2	-2	0	3	1
19	COc1ccc(/C=C2\CCC(C3CCCC3)C2=O)c(OC)c1OC (stereo unspecified)	-1	-2	-2	-3	1
20	CC1(c2nnc(-c3ccccc3)o2)CC(c2ccncc2)=NO1 (stereo unspecified)	-2	0	-7	1	22
21	CC1CCCCC1NC1=NCCS1 (stereo unspecified)	2	3	6	3	4
22	COc1ccc(O)c(C(=O)c2cnn(-c3ccccc3)c2)c1	-1	2	2	-3	7
23	N/C(=N\c1nc2ccccc2o1)NC(=O)c1ccccc1NC(=O)c1ccccc1	-3	-5	-1	-4	66*
24	CSc1nnc(-c2sccc2OCc2ccccc2)n1C	0	0	-1	-3	2

nr	PME-1 primary	PAFAH1B2 FP inh	pPAFAH inh	MEX-5 binding
13	-3	-3	-3	4.6
14	-3	3	2	1.3
15	-1	5	8	0.4
16	7	x	2	-0.7
17	-27	-11	8	x
18	-4	1	7	-0.1
19	1	-9	2	-0.2
20	-10	0	3	0.2
21	-4	5	-2	3.1
22	-1	-1	5	-0.8
23	-8	-3	5	x
24	-2	4	1	-1.3

# Twelve of the compounds above, with tabs:
cpd	Structure	Fam108B counter	Bcl-xL primary	GLD-1 TGE inh	MCL1-BIM inh	AHR act	PME-1 primary	PAFAH1B2 FP inh	pPAFAH inh	MEX-5 binding
1	CCOC(=O)Cc1csc(SCC(=O)NC2CCS(=O)(=O)C2)n1 (stereo unspecified)	x	-1	-3	2	-1	-2	2	1	x
2	COc1ccc(S(=O)(=O)N2CCC3(CC2)CC(=O)c2ccccc2O3)cc1OC	0	-2	-1	0	1	-6	5	-2	1.3
3	NS(=O)(=O)c1ccc(CCNC(=O)CCC(=O)c2cccs2)cc1	x	0	-5	3	3	-11	10	11	x
4	Cc1ccc(OCC(=O)Nc2ccc(C)c(S(=O)(=O)N3CCCCC3)c2)c([N+](=O)[O-])n1	1	5	3	2	0	11	1	13	-1.7
5	CCCCN(CC)CCNC(=O)c1cc2cc3ccc(Cl)cc3nc2o1	-3	0	-1	6	6	-6	4	0	-2.8
6	O=C(Oc1ccccc1)c1ccc2c(c1)C(=O)N(Cc1ccncc1)C2=O	0	-1	0	2	2	-1	3	5	-1.4
7	CCOc1cccc(C(=O)NC2CCCCC2)c1	1	8	5	4	4	1	4	3	1.6
8	COc1ccc(C(=O)C2CCCN(C(=O)CCNC(C)=O)C2)cc1OC (stereo unspecified)	0	0	3	-3	-3	4	-2	0	1.6
9	CN(C)C=Nc1nonc1-c1ccccc1	-3	5	0	-5	-1	2	-2	1	1.1
10	Cc1ccc(S(=O)(=O)N2CCOCC2)cc1C(=O)NCc1cccnc1	1	-4	6	-3	-2	-6	5	-2	0.1
11	Cc1ccsc1C(=O)N(C)CC(=O)N(CC(C)C)c1c(N)n(CC(C)C)c(=O)[nH]c1=O	1	-6	-3	-5	-1	-1	-5	-1	-2.9
12	CCCNS(=O)(=O)c1cccc(C(=O)NNC(=O)c2cc(C)oc2C)c1	5	1	-1	-4	-2	-1	3	-2	1.4

# Continuation:
nr	smiles	Fam108B counter	Bcl-xL primary	GLD-1 TGE inh	MCL1-BIM inh	AHR act
25	CCOCCCNC(=O)C1CCCN(S(=O)(=O)CC)C1 (stereo unspecified)	-4	3	1	7	0
26	CCNC(=O)COc1ccc(C=O)cc1OC	-2	6	-1	2	1
27	COc1ccc(NC(=O)CCC(=O)Nc2nnc(C3CCCCC3)s2)cc1	1	1	5	-2	0
28	CC(C)[C@H](NC(=O)c1ccco1)C(=O)OCC(=O)N1CCc2ccccc21	3	2	-2	1	3
29	CC(=O)NC(CC(=O)Nc1nc(C)cs1)c1ccccc1 (stereo unspecified)	-1	7	5	3	-1
30	Nc1nc(CSCCO)nc(Nc2ccccc2)n1	0	8	5	5	12
31	O=C(CCc1nc(-c2ccc(Cl)cc2)no1)OCc1ccc(Br)cc1	-4	5	2	6	9
32	CNC(=S)N/N=C/c1ccc(-c2cc([N+](=O)[O-])ccc2Cl)o1	-2	4	4	7	0
33	COc1ccccc1NC(=O)/C(C#N)=C/C=C/c1ccco1	-5	4	1	1	9
34	Cc1ccc(-c2nc3cccnc3s2)cc1NS(=O)(=O)c1ccc2c(c1)OCCO2	-3	2	4	1	105*
35	COc1cc(/C=C/C(=O)O)cc(S(=O)(=O)Nc2ccccc2Oc2ccccc2)c1OC	-1	-1	6	-1	1
36	CSc1ccccc1OCc1cc(C(=O)N2CCc3[nH]cnc3C2c2ccccn2)no1 (stereo unspecified)	0	5	9	7	1

nr	PME-1 primary	PAFAH1B2 FP inh	pPAFAH inh	MEX-5 binding
25	0	3	2	-0.6
26	-3	2	0	1.4
27	-2	6	3	0.6
28	-1	2	2	-0.7
29	4	4	0	-4.5
30	-10	0	-4	-1.8
31	-6	11	-8	-0.5
32	-2	-1	0	-0.1
33	-1	2	2	-2.5
34	-5	-5	0	-1.4
35	-11	10	3	2.4
36	1	1	-1	4.1

# Remaining list, next part:
nr	smiles	Fam108B counter	Bcl-xL primary	GLD-1 TGE inh	MCL1-BIM inh	AHR act
37	COc1ccc(N2CCN(C(=O)COC(=O)CCc3ccccc3)CC2)cc1	x	7	10	-1	1
38	COc1ccc(C)c2sc(NC(=O)C3=COCCO3)nc12	0	5	3	5	84*
39	COCCNC(=O)c1ccc(N2CC3CC(C2)c2cccc(=O)n2C3)c(NC(=O)c2c(F)cccc2F)c1 (stereo unspecified)	4	1	-5	-1	-1
40	O=C(OCC(=O)c1ccc[nH]1)c1ccc(Cl)nc1	-2	2	8	1	5
41	CSc1ccccc1NC(=O)CN(C)CC(=O)c1[nH]c(C)c(C(C)=O)c1C	x	x	-1	x	5
42	CCOC(=O)C1CCN(C(=O)Cc2c(C(=O)O)n(C)c3ccccc23)CC1	-1	2	1	1	11
43	C=CCOC(=O)C1=C[C@H](c2ccccc2)[C@@H](CCCO)[C@H](OCC)O1	2	3	-4	-2	2
44	Cc1ccc(C2C3C(=O)N(c4ccc(C)cc4)C(=O)C3N3CCCN23)cc1 (stereo unspecified)	3	3	1	-2	1
45	COc1cc(/C=C/c2cccc[n+]2C)ccc1OCC(=O)Nc1ccccc1C	2	-9	1	-12	-1
46	COc1ccc2[nH]c(=O)c(CN(Cc3nnnn3CCc3ccccc3)CC3CCCO3)cc2c1 (stereo unspecified)	3	17	11	23	2
47	O=C(Cc1cccs1)NCCc1ccc(Cl)cc1	1	-2	-6	-7	-2
48	CC(=O)Nc1ccc(S(=O)(=O)NC2=C(N3CCN(Cc4ccccc4)CC3)C(=O)c3ccccc3C2=O)cc1	8	10	5	-1	2

nr	PME-1 primary	PAFAH1B2 FP inh	pPAFAH inh	MEX-5 binding
37	2	5	11	x
38	2	3	-1	-1.8
39	-7	1	4	2.0
40	0	-1	8	-1.2
41	x	-2	-1	x
42	5	2	1	-1.1
43	-4	5	-4	3.7
44	2	2	6	-3.9
45	-1	2	5	0.0
46	-5	1	3	1.9
47	4	17	2	1.0
48	5	6&3	15	3.1

# (listing goes on)
nr	smiles	Fam108B counter	Bcl-xL primary	GLD-1 TGE inh	MCL1-BIM inh	AHR act
49	CC(=O)NCC(=O)OCC(=O)N1c2ccccc2Sc2ccccc21	-4	-11	1	-1	-1
50	CCN(C(=O)COC(=O)c1cc(-c2ccccc2)nn1-c1ccccc1)C1CCS(=O)(=O)C1 (stereo unspecified)	3	5	-3	-1	-2
51	CCOCC(O)CNc1ccccc1 (stereo unspecified)	0	4	1	5	-3
52	COc1ccc(NC(=O)c2cc3c(s2)CCC3)cc1S(=O)(=O)N1CCOCC1	-1	-8	-1	-8	20

nr	PME-1 primary	PAFAH1B2 FP inh	pPAFAH inh	MEX-5 binding
49	3	2	-3	2.7
50	1	0	7	0.5
51	0	3	5	1.9
52	-10	7	11	0.9
